FXIa inh 1536 – inhibitors of human coagulation factor XIa | purified FXIa, Boc-Glu-Ala-Arg-AMC fluorogenic substrate | inhibition, % at 5 µM | 0.14% of 220,000 active | AID 798;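 active = inhibition of at least 40%; inactive = inhibition below 40%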;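 also: fluorescence of freed AMC excited at 355 nm; 0% = enzyme without compound and 100% = no enzyme blank; many of its hits are not listed in these tables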
Target sequence (P03951 19-387 limits assumed): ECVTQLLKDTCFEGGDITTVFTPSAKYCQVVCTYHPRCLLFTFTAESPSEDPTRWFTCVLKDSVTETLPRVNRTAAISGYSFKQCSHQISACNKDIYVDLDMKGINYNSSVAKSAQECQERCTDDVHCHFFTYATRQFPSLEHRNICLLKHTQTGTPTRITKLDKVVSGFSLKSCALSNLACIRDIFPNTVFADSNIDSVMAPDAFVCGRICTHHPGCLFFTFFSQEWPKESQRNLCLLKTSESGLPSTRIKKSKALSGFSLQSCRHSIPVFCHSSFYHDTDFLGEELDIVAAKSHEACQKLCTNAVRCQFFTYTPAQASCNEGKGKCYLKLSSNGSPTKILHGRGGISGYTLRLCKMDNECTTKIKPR
Target sequence (P03951 388-625 limits assumed): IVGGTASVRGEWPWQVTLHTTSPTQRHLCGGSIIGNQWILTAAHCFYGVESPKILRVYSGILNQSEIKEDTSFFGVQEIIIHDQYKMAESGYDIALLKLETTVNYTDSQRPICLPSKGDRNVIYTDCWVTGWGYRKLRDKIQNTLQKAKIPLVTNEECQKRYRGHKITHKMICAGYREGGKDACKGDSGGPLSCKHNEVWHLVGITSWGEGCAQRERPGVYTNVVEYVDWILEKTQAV
KLK5 inh – inhibitors of human kallikrein 5 | inhibition, % at 5 µM | 0.59% of 210,000 active | AID 873 | recombinant hK5, fluorogenic AMC substrate cleavage;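 active = inhibition of 40% or more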;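 also: 0% = enzyme controls without compound and 100% = no-enzyme blanks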
Target sequence (Q9Y337 67-293 limits assumed): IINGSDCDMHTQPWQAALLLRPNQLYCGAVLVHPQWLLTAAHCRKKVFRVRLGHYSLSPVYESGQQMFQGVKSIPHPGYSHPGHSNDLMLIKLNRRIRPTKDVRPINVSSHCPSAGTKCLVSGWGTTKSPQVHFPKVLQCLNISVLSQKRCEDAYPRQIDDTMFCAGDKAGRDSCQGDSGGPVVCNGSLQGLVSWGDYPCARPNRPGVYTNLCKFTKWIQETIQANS
thrombin 1536 – blocks human thrombin protease activity; alpha-thrombin, Boc-VPR-AMC fluorogenic substrate cleavage; inhibition, % at 5 µM; 0.26% of 220,000 active;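 active = inhibition at or above 40%; inactive = inhibition below 40%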;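 also: 0% = enzyme with no compound and 100% = wells without enzyme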
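Assay system: human alpha-thrombin enzyme. Reagent: Boc-VPR-AMC substrate, 15 µM final. Compound dosing: one concentration per compound, 5 µM, with 0.2% DMSO. Incubation: room-temperature reaction. Technique: AMC fluorescence, 355/460 nm. Measure: % inhibition relative to enzyme controls and enzyme-free blanks.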
Furin inhibitor – human furin inhibition. P09958. purified furin, fluorogenic substrate cleavage. inhibition, % at 30 µM. 0.061% of 220,000 active. AID 463115; in the data active = inhibition above about 25%; also: inactives centre near -15
Wee1 stabilizer – inhibitors of human Wee1 degradation. P30291. HeLa Luc-Wee1K328M stability, luciferase luminescence; 100% = proteasome inhibitor MG132 effect. reporter increase, % at 5 µM. 1.2% of 220,000 active. AID 1321;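 active = activation above the mean of all tested compounds plus 3 SD, set per screening run, cut at about 8.8% in these data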;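 also: cells exposed to compound for 20 h before luminescence read; 0% = DMSO alone and 100% = MG132 at 30 µM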
KCC2 mod – modulators of human KCC2 chloride dependent transport; AID 1456; Q9H2X9; 2.2% of 190,000 active; KCC2 cells, thallium flux FluoZin-2 fluorescence; B-score of Tl+ flux slope (higher = more flux/activation; lower = inhibition) at 10 µM;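 active = thallium flux slope and its plate-corrected score both differing from the plate sample mean at a set confidence after two filtering rounds, in either direction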;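 also: slope of fluorescence scaled to starting intensity during 10 to 20 s after thallium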
PERK inhibitor – human PERK inhibition, primary cell-based screen; Q9NZJ5; CHO PERK-DD fusion, SEAP luminescence translation reporter; inhibition, % at 5.6 µM; 0.17% of 220,000 active; AID 1416;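 active = inhibition above the mean inhibition of all tested compounds plus 3 SD, set separately per screening campaign, cut at about 2.9% in these data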;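 also: PERK kinase domain activated by AP20187 dimerizer at 100 nM; 0% = DMSO with dimerizer and 100% = rapamycin at 8.4 µM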
p97 ATPase inh – inhibitors of human p97 ATPase; P55072; recombinant p97 ATPase, Kinase-Glo ATP luminescence, 3 h; inhibition, % at 8 µM; 0.42% of 220,000 active; AID 1481; in the data active = inhibition above about 15%;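 also: 0% = DMSO vehicle and 100% = wells lacking enzyme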
FXIIa inh 1536 – factor XIIa (human) inhibition | inhibition, % at 5 µM | 0.3% of 220,000 active | purified FXIIa, Boc-QGR-AMC fluorogenic substrate, 2 h; in the data active = inhibition above about 40%;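 also: 0% = enzyme with no compound and 100% = blank without enzyme; many of its hits are not listed in these tables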
Starred values were filed as active, the others as inactive; . = no result given; [ ] = dose if it differs, or a comment. Rows are unselected; about 4.4% have a hit in one of these screens.

The line under a structure holds: thrombin 1536	FXIIa inh 1536	FXIa inh 1536	Wee1 stabilizer	PERK inhibitor	KLK5 inh	Furin inhibitor	p97 ATPase inh	KCC2 mod
1	CC(C)(C)N(NC(=O)Nc1ccc(Cl)c(Cl)c1)C(=O)c1ccccc1
→ -5.2	-2.1	-8.1	-0.9	1.4	-10.0	-20.4[20 µM]	3.8	0.265
2	O=c1c(Br)c(N2CCCC2)cnn1-c1ccccc1
→ 4.5	19.9	8.2	2.6	0.3	-20.4	-1.7	4.2	-0.141
3	COc1cc(CNn2nnnc2N)ccc1OCc1c(Cl)cccc1Cl
→ 3.0	14.7	6.2	-1.8	-0.3	-3.6	-10.7[20 µM]	-5.1	0.022
4	Cc1ccc(C(=O)c2cc([N+](=O)[O-])ccc2N2CCN(C)CC2)cc1
→ 1.6	10.9	-1.6	4.3	-1.1	5.9	-17.6[20 µM]	0.9	-1.41
5	COc1ccc(N2CCN(C(=O)c3cc4c(s3)-c3ccccc3S(=O)(=O)C4)CC2)cc1
→ 2.8	7.5	5.3	7.3	-1.3	5.5	-22.1	-0.4	0.794
6	O=C(NCc1ccco1)C1CCCCC1
→ -7.0	1.9	-3.6	0.7	0.5	-1.2	-23.8	3.6	-0.311
7	CC(C)Nc1nc2n(c(=O)n1)CCN2C(C)C
→ -1.9	15.2	14.6	-1.3	1.1	-0.6	-7.5[20 µM]	-0.7	-0.818
8	CS(=O)c1ccccc1-c1nc(-c2ccc(Cl)cc2)no1 (centres undefined)
→ -10.9	9.7	-2.1	7.5	-0.1	-5.0	-11.0	-3.4	-0.066
9	Cc1cccc(Oc2ccc(NC(=O)C3CC=CCC3C(=O)O)cc2)c1 (centres undefined)
→ -3.9	-0.6	-5.6	2.2	-0.3	-12.3	-3.3	2.1	-0.77
10	Cc1ccc(NC(=O)COS(=O)c2ccc(C)cc2)cc1 (centres undefined)
→ -0.1	7.9	6.7	1.8	0.6	1.2	-19.9[20 µM]	-1.8	-0.501
11	O=C(CSCCc1ccccn1)Nc1ccccn1
→ -15.8	11.4	15.3	-2.3	1.9	-1.7	-20.5	2.9	0.384
12	Cc1ccc(-c2nnc(Oc3cccc(C)c3)c3ccccc23)cc1
→ -3.8	11.2	13.6	-3.1	0.6	2.9	-15.1	6.0	0.317
13	CCC(=O)n1nc(NCc2ccccc2OC)nc1NCc1ccccc1OC
→ -14.1	-7.0	-5.5	1.1	-0.8	-0.4	-8.7[20 µM]	3.9	-0.0275
14	OCCn1c(C(F)(F)F)nc2ccccc21
→ -0.3	7.0	-1.2	3.4	0.0	-6.9	-31.6[20 µM]	-1.5	0.0113
15	Cc1csc(NC(=O)CS(=O)(=O)c2ccccc2)n1
→ -0.9	6.9	-3.7	1.6	1.4	-2.0	-18.0	0.6	-0.551
16	NS(=O)(=O)c1ccc(NC(=O)c2cc(-c3cccs3)nc3ccccc23)cc1
→ -4.0	-1.8	4.9	2.9	0.5	-3.5	-24.7	2.4	0.541
17	C/C(=N\NC(=O)CCc1ccc(S(=O)(=O)N2CCOCC2)cc1)c1ccc(OC(F)F)cc1
→ 0.1	6.1	-1.9	-1.0	0.6	-0.3	-28.2	-0.1	-0.184
18	O=c1[nH]nc(Cc2ccc(Cl)cc2)c2ccccc12
→ 21.3	4.7	-0.2	0.8	-0.6	53.9*	-5.3[20 µM]	-4.7	1.85
19	O=C(CN1CCN(S(=O)(=O)c2ccc3ccccc3c2)CC1)Nc1ccc2c(c1)CCC2
→ -7.6	-0.7	-1.8	-1.0	-0.4	-17.6	-6.5	0.5	0.499
20	CCOc1ccccc1/C=N/Nc1nc2c(N)ncnc2n1[C@H]1O[C@@H](CO)[C@H](O)[C@@H]1O
→ -7.0	4.2	2.6	0.2	2.1	-9.0	19.9	6.9	-0.978

Given as a markdown table: two of the compounds above
| # | canonical_smiles | thrombin 1536 | FXIIa inh 1536 | FXIa inh 1536 | Wee1 stabilizer | PERK inhibitor | KLK5 inh | Furin inhibitor | p97 ATPase inh | KCC2 mod |
| --- | --- | --- | --- | --- | --- | --- | --- | --- | --- | --- |
| 17 | C/C(=N\NC(=O)CCc1ccc(S(=O)(=O)N2CCOCC2)cc1)c1ccc(OC(F)F)cc1 | 0.1 | 6.1 | -1.9 | -1.0 | 0.6 | -0.3 | -28.2 | -0.1 | -0.184 |
| 19 | O=C(CN1CCN(S(=O)(=O)c2ccc3ccccc3c2)CC1)Nc1ccc2c(c1)CCC2 | -7.6 | -0.7 | -1.8 | -1.0 | -0.4 | -17.6 | -6.5 | 0.5 | 0.499 |

(cont.)
The line under a structure holds: thrombin 1536	FXIIa inh 1536	FXIa inh 1536	Wee1 stabilizer	PERK inhibitor	KLK5 inh	Furin inhibitor	p97 ATPase inh	KCC2 mod
21	O=C(CSc1nc2cccnc2n1Cc1ccccc1)N1CCCC1
→ 19.2	19.7	6.0	-2.1	-1.8	46.0*	-2.8[20 µM]	-3.6	1.34
22	CCN1CCN(C(=S)c2ccc([N+](=O)[O-])cc2)CC1
→ -9.7	2.5	-3.7	3.9	0.4	-2.2	-18.6	2.9	-0.0259
23	COCc1cc(C)nc2sc3c(=O)oc(C)nc3c12
→ 5.1	11.1	5.1	-1.4	-0.1	-3.9	4.7	-8.2	-1.04
24	Cc1ccc(-n2c(C)cc(/C=N/NC(=O)c3ccncc3)c2C)cc1
→ -4.1	3.7	-11.1	-1.9	-0.4	-2.9	5.9[20 µM]	-6.0	.
25	N#C/C(=C\c1ccc(Sc2ccc(Cl)cc2)o1)c1nc2ccccc2[nH]1
→ 1.8	12.9	5.0	-0.8	-0.9	-4.8	-12.2	0.7	-0.166
26	CCOC(=O)c1sc2ncn(C(CC)C(=O)OC)c(=O)c2c1C (centres undefined)
→ 3.6	9.1	4.5	-0.8	-0.3	-0.7	-28.3	2.5	-0.0775
27	CCOC(=O)c1cnn(-c2cc(C)nc3c(-c4ccccc4)cnn23)c1N
→ 7.5	18.3	12.4	10.8*	-0.3	-4.0	-1.5	-8.5	-0.283
28	COc1ccc(OC)c(C2CC(=O)C3=C(C2)NC(=O)CC3c2ccc(O)c(OC)c2)c1 (centres undefined)
→ 3.9	7.7	0.2	0.1	-0.4	-3.9	-15.4	3.1	0.928
29	COc1ccc(S(=O)(=O)NC(N)=NCCc2ccccc2OC)cc1
→ -1.9	9.5	1.3	-2.2	1.4	10.5	-30.7	0.1	-0.727
30	N#CC1=C(N2CCOCC2)/C(=C\c2ccccc2)CC1
→ -4.1	7.5	7.0	3.0	0.1	-24.4	-13.1	-3.3	-0.694
31	NC(=S)Nc1ccc2c(c1)OCO2
→ -8.2	4.3	-2.5	1.4	-0.2	3.1	-22.6	-3.8	0.0183
32	COc1ccccc1NC(=S)NCc1ccccn1
→ -8.4	4.0	-1.0	0.7	0.6	-21.8	-12.1	1.5	0.0847
33	O=C(NN(CC(O)COc1ccccc1)CC(O)COc1ccccc1)c1ccccc1 (centres undefined)
→ -12.1	2.0	-2.5	1.3	0.0	-0.6	-4.7	1.6	-0.933
34	S=C(c1ccc(N2CCCC2)cc1)N1CCCCC1
→ -1.3	4.1	9.3	3.8	-0.5	2.1	-2.5[20 µM]	13.1	-0.454
35	C=CCNc1nc(N)c([N+](=O)[O-])c(NCCO)n1
→ -4.6	4.2	-0.1	1.4	-0.2	1.4	-4.7	-0.1	0.0555
36	Cc1ccc(NC(=O)/C(=C/c2cccc([N+](=O)[O-])c2)NC(=O)C2CCCCC2)cc1
→ 2.9	12.2	1.7	3.7	-0.2	-9.6	-14.3[20 µM]	0.9	-0.633
37	COC(=O)c1sc(NC(=O)C(C)C)c(C(=O)OC)c1C
→ -5.0	2.8	-6.6	4.8	-1.5	-10.2	-17.5	-1.1	.
38	CCCOP(=O)(c1ccc(N(C)C)cc1)C(Nc1ccccc1)c1ccc(C)cc1 (centres undefined)
→ 0.1	12.6	3.9	0.1	0.1	-4.5	-26.6	-9.2	-0.0151
39	O=C(CN1CCOCC1)NNc1c2ccccc2nc2ccccc12
→ 2.0	5.7	3.9	-1.3	-1.1	2.9	-2.9	5.8	0.963
40	O=C(CCCC(=O)N(CC(=O)NC1CCCC1)Cc1ccc(F)cc1)Nc1ccccn1
→ 3.2	18.4	5.0	1.8	-0.9	-20.3	-21.1	-2.4	-1.08
41	Cc1cc(NC(=O)COC(=O)[C@@H](NS(=O)(=O)c2ccc(Br)cc2)C(C)C)no1
→ 3.8	14.3	3.0	1.8	0.7	4.3	-26.6	3.6	0.853
42	O=C(c1ccc(-c2ccccc2)cc1)c1ccc([N+](=O)[O-])cc1
→ 2.4	13.8	0.7	2.0	0.2	-4.3	2.1	-8.2	0.181
43	O=C(Cc1cccs1)Nc1cccc(-c2nc3ccccc3[nH]2)c1
→ 1.1	-8.1	6.5	0.5	-1.4	-14.8	0.3	-1.3	-0.154
44	CCC(SCC(=O)OC)C(=O)Nc1nnc(C(C)C)s1 (centres undefined)
→ 2.6	16.1	2.8	-1.9	1.0	-11.0	-14.9	0.9	0.414
45	C/C(=N\N)c1c(-c2ccccc2)c2cc(Br)ccc2[nH]c1=O
→ -10.1	7.8	-3.8	-1.7	0.2	1.2	-20.3	-1.5	-1.8
46	CC(C)(C)c1ccc(-c2nc(C#N)c(NCc3cccnc3)o2)cc1
→ -1.3	3.6	-3.7	-0.1	-1.2	-9.7	-11.3[20 µM]	-0.3	-0.989

Ordered by SMILES length (smallest number first): five of the compounds above
The line under a structure holds: thrombin 1536	FXIIa inh 1536	FXIa inh 1536	Wee1 stabilizer	PERK inhibitor	KLK5 inh	Furin inhibitor	p97 ATPase inh	KCC2 mod
39	O=C(CN1CCOCC1)NNc1c2ccccc2nc2ccccc12
→ 2.0	5.7	3.9	-1.3	-1.1	2.9	-2.9	5.8	0.963
43	O=C(Cc1cccs1)Nc1cccc(-c2nc3ccccc3[nH]2)c1
→ 1.1	-8.1	6.5	0.5	-1.4	-14.8	0.3	-1.3	-0.154
46	CC(C)(C)c1ccc(-c2nc(C#N)c(NCc3cccnc3)o2)cc1
→ -1.3	3.6	-3.7	-0.1	-1.2	-9.7	-11.3[20 µM]	-0.3	-0.989
42	O=C(c1ccc(-c2ccccc2)cc1)c1ccc([N+](=O)[O-])cc1
→ 2.4	13.8	0.7	2.0	0.2	-4.3	2.1	-8.2	0.181
41	Cc1cc(NC(=O)COC(=O)[C@@H](NS(=O)(=O)c2ccc(Br)cc2)C(C)C)no1
→ 3.8	14.3	3.0	1.8	0.7	4.3	-26.6	3.6	0.853
